# PAFAH1B2 inh: PAFAH1B2 enzyme inhibitors, primary screen, biochemical, fluorescence polarization, human | Platelet-activating factor acetylhydrolase IB subunit alpha2 (Homo sapiens), P68402 | recombinant PAFAH1B2, FP-rhodamine activity probe | inhibition, % at 3.39 µM | actives 1.2% (n = 340,000) | AID 492953, 2010;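 active means inhibition above the mean of all tested compounds plus 3 SD, cut at about 24% in these data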;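 further: 0% = enzyme with DMSO and 100% = wells lacking PAFAH1B2; many of its hits are not listed in these tables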
# pPAFAH FP inh: pPAFAH enzyme inhibitors, primary screen, biochemical, fluorescence polarization, human | Platelet-activating factor acetylhydrolase (Homo sapiens), Q13093 | recombinant pPAFAH, FP-rhodamine probe fluorescence polarization | inhibition, % at 3.39 µM | actives 1.5% (n = 330,000) | AID 463082, 2010;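 active means inhibition above the mean inhibition across the screen plus 3 SD, cut at about 25% in these data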;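 further: inhibitors block binding of the rhodamine activity-based probe so polarization drops; 0% = enzyme with DMSO and 100% = wells lacking pPAFAH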
# Target sequence (Q13093 whole entry, looked up): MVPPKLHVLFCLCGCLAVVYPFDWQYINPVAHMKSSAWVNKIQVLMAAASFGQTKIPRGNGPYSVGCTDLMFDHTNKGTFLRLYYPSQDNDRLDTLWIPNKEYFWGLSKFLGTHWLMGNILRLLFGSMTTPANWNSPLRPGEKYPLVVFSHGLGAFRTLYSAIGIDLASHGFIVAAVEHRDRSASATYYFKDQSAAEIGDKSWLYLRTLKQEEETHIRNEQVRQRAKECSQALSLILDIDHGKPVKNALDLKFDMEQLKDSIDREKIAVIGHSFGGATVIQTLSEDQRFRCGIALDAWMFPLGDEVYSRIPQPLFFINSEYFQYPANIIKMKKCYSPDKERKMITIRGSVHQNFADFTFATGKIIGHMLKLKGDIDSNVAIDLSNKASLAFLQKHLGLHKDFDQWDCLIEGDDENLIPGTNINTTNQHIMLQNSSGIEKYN
# LYPLA2 inh: LYPLA2 inhibitors, primary screen, counter-screen for PME1 inhibitor project, biochemical, fluorescence polarization, FP-Rh probe ABPP. inhibition, % at 5.9 µM. Acyl-protein thioesterase 2 (Homo sapiens), O95372. recombinant LYPLA2. actives 0.38% (n = 320,000). AID 2177, 2009;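 active means inhibition above the screen-wide mean plus 3 SD, limit set per campaign, cut at about 26% in these data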;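 further: 0% = LYPLA2 with DMSO and 100% = wells lacking LYPLA2 enzyme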
# PREPL inhibitor: PREPL enzyme inhibitors, primary screen, biochemical, fluorescence polarization; Prolyl endopeptidase-like (Homo sapiens), Q4J6C6; recombinant PREPL, fluorescence polarization activity-based probe; inhibition, % at 5.96 µM; actives 0.68% (n = 320,000); AID 2751, 2010; in the data active means inhibition above about 43%;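 further: 0% = enzyme with DMSO and 100% = wells lacking enzyme; many of its hits are not listed in these tables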
# PAFAH1B3 inh: PAFAH1B3 enzyme inhibitors, primary screen, biochemical, fluorescence polarization, human. Platelet-activating factor acetylhydrolase IB subunit alpha1 (Homo sapiens), Q15102. recombinant PAFAH1B3, FP-rhodamine probe. inhibition, % at 3.39 µM. actives 0.28% (n = 340,000). AID 492972, 2010;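 active means inhibition above the screen-wide average of all tested compounds plus 3 SD, cut at about 25% in these data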;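 further: 0% = enzyme with DMSO only and 100% = wells lacking PAFAH1B3 protein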
# Target sequence (Q15102 whole entry, looked up): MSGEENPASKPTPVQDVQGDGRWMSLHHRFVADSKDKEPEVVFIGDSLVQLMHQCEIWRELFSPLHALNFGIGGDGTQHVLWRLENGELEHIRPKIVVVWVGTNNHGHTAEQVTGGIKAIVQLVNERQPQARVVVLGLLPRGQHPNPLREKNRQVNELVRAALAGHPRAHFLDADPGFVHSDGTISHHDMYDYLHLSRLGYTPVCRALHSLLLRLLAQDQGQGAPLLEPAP
# LYPLA1 inh: LYPLA1 inhibitors, primary screen, counter-screen for PME1 inhibitor project, biochemical, fluorescence polarization, FP-Rh probe ABPP; inhibition, % at 5.9 µM; AID 2174, 2009; Acyl-protein thioesterase 1 (Homo sapiens), O75608; recombinant LYPLA1; actives 0.16% (n = 320,000);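 active means inhibition above the mean of all tested compounds plus 3 SD, set per campaign, cut at about 14% in these data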;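 further: inhibitors block serine hydrolase probe labeling of LYPLA1 so polarization falls; 0% = enzyme with DMSO and 100% = wells lacking LYPLA1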
# Target sequence (O75608 whole entry, looked up): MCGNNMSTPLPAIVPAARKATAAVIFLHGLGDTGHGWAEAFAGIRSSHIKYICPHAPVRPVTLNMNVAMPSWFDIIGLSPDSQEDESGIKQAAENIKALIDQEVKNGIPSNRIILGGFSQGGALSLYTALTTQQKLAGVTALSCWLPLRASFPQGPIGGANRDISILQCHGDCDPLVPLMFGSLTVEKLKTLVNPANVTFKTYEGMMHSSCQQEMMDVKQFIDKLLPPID
# PAFAH2 FP inh: PAFAH2 enzyme inhibitors, primary screen, biochemical, fluorescence polarization, human; Platelet-activating factor acetylhydrolase 2, cytoplasmic (Homo sapiens), Q99487; recombinant PAFAH2, FP-rhodamine activity probe; inhibition, % at 3.39 µM; actives 0.99% (n = 340,000);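 active means inhibition above the mean over all tested compounds plus 3 SD, cut at about 30% in these data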;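 further: inhibitors block probe labeling of enzyme so polarization drops; 0% = enzyme with DMSO and 100% = wells lacking PAFAH2 protein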
# PAD4 FP inh: human PAD4 inhibitors, primary screen, biochemical, fluorescence polarization, 1536-well format; Protein-arginine deiminase type-4 (Homo sapiens), Q9UM07; actives 0.41% (n = 330,000); AID 485272, 2010; inhibition, % at 6.36 µM; recombinant PAD4, RCA probe fluorescence polarization;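 active means percent inhibition above a cutoff equal to the mean of all tested compounds plus 3 SD, cut at about 15% in these data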;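 further: 0% = PAD4 with RCA probe and DMSO and 100% = probe without PAD4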
# GSTO1 counter: inhibitors of recombinant GSTO1, primary screen, counter-screen for RBBP9 inhibitor project, biochemical, fluorescence polarization. Glutathione S-transferase omega-1 (Homo sapiens), P78417. AID 1974, 2009. activity-based probe fluorescence polarization. actives 1.1% (n = 300,000). inhibition, % at 5.96 µM;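 active means inhibition above the campaign mean inhibition plus 3 SD, cut at about 35% in these data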;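 further: 0% = GSTO1-1 with DMSO and 100% = wells lacking GSTO1-1 enzyme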
# Starred values were filed as active, the others as inactive; / = not tested or not shown. These rows are one share of the data; rates above refer to the full screens.
# The line under a structure holds: PAFAH1B2 inh	pPAFAH FP inh	LYPLA2 inh	PREPL inhibitor	PAFAH1B3 inh	LYPLA1 inh	PAFAH2 FP inh	PAD4 FP inh	GSTO1 counter
COc1cc(NC(=O)COC(=O)Cc2ccc(-c3ccccc3)cc2)cc(OC)c1
→ -3	-19	-52	-13	-11	-28	-47	-1	-2
O=C(c1cccc(-c2ccccc2F)c1)N1CC[C@@H](N2CCC(O)CC2)[C@H](O)C1
→ -2	3	10	15	-4	5	3	3	7
Cc1ccc(OCCNS(=O)(=O)c2cccs2)cc1
→ 3	5	-3	-31	2	-1	-1	0	1
CCc1cccc(NC(=O)c2cccc(S(=O)(=O)N3CCN(C)CC3)c2)c1
→ 10	1	-3	6	1	0	5	-1	0
CCOc1ncccc1C(=O)N1CCN(S(=O)(=O)c2ccc3c(c2)OCCO3)CC1
→ 5	-1	0	2	8	1	-4	0	/
CC(=O)Nc1ccccc1NC(=O)c1cc(C)cc(C)c1
→ 5	-5	-1	14	4	4	-1	-6	2
Cc1c(-c2cccc(NC(=O)c3ccco3)c2)nc2ncccn12
→ 0	4	7	-1	8	-3	5	3	2
Cc1cc(Cc2ccc([N+](=O)[O-])cc2)c(C)cn1
→ 8	6	8	6	5	4	-5	-1	5
Cc1ccc(C(=O)NC2CCCCNC2=O)cc1C (configuration not stated)
→ -2	2	1	0	8	2	0	3	9
O=C(CSCc1ccc(Cl)cc1Cl)Nc1nccs1
→ 6	5	6	-1	2	2	0	3	1
CCN(CC)c1ccc(N=Cc2c(C)[nH]c3ccccc23)cc1
→ -4	16	-4	28	-3	-2	-8	25*	56*
CSc1ccc(CSCC(=O)N2CCN(S(=O)(=O)c3ccc(C)cc3C)CC2)cc1
→ 10	6	7	8	5	0	5	3	/
CN1CCN(C(=O)CCN2C(=O)c3ccccc3C2=O)CC1
→ 6	8	4	2	6	3	5	-2	-2
Cc1cc(-c2ccccc2)nc(N/N=C/c2ccc(N(C)C)cc2)n1
→ -2	22	-6	9	-3	2	1	3	0
Cc1c(Br)c([N+](=O)[O-])nn1C(C)C(=O)N1CCCc2ccccc21 (configuration not stated)
→ 2	1	0	12	-3	-3	12	-1	2
CC(=O)c1cccc(NC(=O)C2CCN(S(=O)(=O)c3ccccc3)CC2)c1
→ 2	1	1	-2	2	-1	-3	3	-1
COc1cccc2c1Oc1ncccc1N(C(=O)CCC(=O)NCc1cccc(C)c1)C2
→ 0	5	0	3	3	2	-9	3	3
COc1ccc(C(=O)N/C(=C\c2cn(S(=O)(=O)N(C)C)c3ccccc23)C(=O)N2CCOCC2)cc1
→ -5	5	11	2	1	6	3	2	6
CC(=O)Nc1ccc(NC(=O)c2nc(-c3ccccc3)oc2C)cc1
→ 0	-2	-7	8	5	-5	9	-18	-4
COc1cc2c3nnc(-c4ccc(F)cc4)c-3cn(Cc3cccc(C)c3)c2cc1OC
→ 1	4	-1	-42	5	-1	1	-6	0
CCC(=O)NC(C)c1nc2ccccc2n1C (configuration not stated)
→ 3	5	2	-4	7	3	-2	-8	4
CN(CCO)c1cc(N2CCCCC2)c2nonc2c1[N+](=O)[O-]
→ -4	0	4	1	-1	-3	1	-4	5
O=C(Cc1cc(=O)[nH]c(=O)[nH]1)NCc1ccccc1
→ 8	6	-1	1	3	-1	1	-1	2
CCCN=C1N(C)C[C@@H]2[C@@H]3C(=O)N(Cc4ccccc4)C(=O)[C@@H]3[C@](Cc3ccccc3)(C(=O)OC)N12
→ 2	9	/	/	10	/	-3	9	/
O=C(CN1CCN(Cc2ccccc2)CC1)N1CCN(c2ccccc2)CC1
→ 3	2	4	19	11	-3	-2	0	0
O=C(Cc1cccc2ccccc12)N1CC[C@@]2(O)CCCC[C@H]2C1
→ 2	5	-6	23	4	-4	1	-2	3
COc1cccc(OC)c1C(=O)Nc1ccccc1N1CCCC1
→ 5	1	6	-5	5	1	7	-2	6
COc1cc(C=O)c(Cl)cc1OCC(N)=O
→ 15	2	-2	12	2	-1	-4	-3	11
O=C(c1ccccc1)C(Cn1cncn1)C(Sc1ccccc1)c1ccccc1 (configuration not stated)
→ 1	4	8	-13	-3	-4	6	-3	2
COc1ccc(N2C(=O)C3C(c4ccc(C(=O)O)cc4)NC(Cc4ccccc4)(C(=O)O)C3C2=O)c([N+](=O)[O-])c1 (configuration not stated)
→ 2	-1	-3	2	1	3	5	-2	1
COc1ccc(NC(=O)c2ccc(NCC3CCCO3)c([N+](=O)[O-])c2)cc1 (configuration not stated)
→ 7	16	5	6	9	-1	0	-5	5
CNc1cc(N2CCN(S(=O)(=O)N(C)C)CC2)ccc1[N+](=O)[O-]
→ 6	4	6	19	6	5	1	-4	6
C/C(=N\NC(N)=S)C12CC3CC(CC(C3)C1)C2
→ 12	3	2	-5	3	-1	0	2	7
CCOC(=O)N1CCC(Nc2c(NCCCN(C)Cc3ccccc3)c(=O)c2=O)CC1
→ 5	0	2	-1	11	-2	5	0	2
Cc1ccc(NC(=O)C2CC(=O)N(C(C)c3ccccc3)C2)cc1 (configuration not stated)
→ 4	4	-49	1	8	-3	6	8	/
O=C(Nc1ccc(Cl)cc1Cl)NC1CCN(S(=O)(=O)c2ccc(F)cc2)CC1
→ -5	0	-1	-15	-9	-1	-49	-4	-6
Cc1ccc(-n2nnnc2SCC(=O)Nc2ccc(N3CCN(C)CC3)cc2)c(C)c1
→ 3	10	4	6	2	-3	6	-1	5
c1coc(CN=C2NC(=NCc3ccco3)c3ccccc32)c1
→ -4	4	2	3	0	0	-6	-3	-1
Cc1nn(C)c(Cl)c1C(N)=O
→ 2	5	4	2	7	1	-3	-6	7
C=CCC(CC=C)(NC(=O)c1ccccc1)c1ccccc1
→ 20	2	7	8	-2	-1	8	-1	7
CCNC(=S)N1CCN(S(=O)(=O)c2ccc(C)c(C)c2)CC1
→ 3	0	4	13	3	0	6	2	6
Cc1cccc(NC(=O)CSCc2cc(=O)n3ccsc3n2)c1C
→ -2	0	-6	10	5	0	-6	10	-5
CCc1ccc(NC(=O)C2CCCN(S(C)(=O)=O)C2)cc1 (configuration not stated)
→ 5	0	-1	18	-6	3	-3	2	1
O=C1C(=O)N(c2ccccn2)C(c2cccc(F)c2)/C1=C(/O)c1ccccc1 (configuration not stated)
→ 2	2	-3	1	3	-3	-8	3	-1
CC(=C1C(=O)c2ccccc2C1=O)N1CCc2ccccc2C1
→ 2	2	1	17	27*	0	4	-11	14
Cc1cnc(NC(=O)COc2cccc3c2OC(C)(C)C3)s1
→ 2	1	-3	0	5	0	10	-5	6
Cc1ccc2c(c1)N(Cc1ccncc1)C(=O)C(C)O2 (configuration not stated)
→ 2	0	2	5	4	0	-6	-1	-2
COc1ccc(C(=O)C[n+]2ccc3c(c2)nc(-c2ccc(OC)cc2OC)n3C)cc1
→ 3	4	3	31	5	-4	-4	6	8
NS(=O)(=O)c1ccc(CNC(=O)/C=C/c2ccc(S(=O)(=O)N3CCOCC3)cc2)cc1
→ 1	5	1	-2	8	5	1	-4	-10
CCOC(=O)[C@H]1NN=C(C(=O)OC)[C@@H]1c1ccccc1
→ 5	-1	7	-3	4	-2	-3	0	5
NN1C(=O)c2cccc3c(C(=O)O)ccc(c23)C1=O
→ 3	-2	-7	5	11	1	6	0	8
CCOC(=O)N1CCN(CC(O)COc2ccccc2C(C)CC)CC1 (configuration not stated)
→ 7	5	-1	19	-1	1	0	4	-6
O=C(c1ccc(CS(=O)(=O)c2ccc(Br)cc2)o1)N1CCOCC1
→ 14	3	4	-1	-6	3	-6	-2	5
CCN(CC)S(=O)(=O)c1ccc(C(=O)Nc2ccc3c(c2)OCO3)cc1
→ -1	8	2	-2	3	-2	12	-5	3
Cc1ccc(S(=O)(=O)N2CCCC2CNC(=O)C(=O)NC2CC2)cc1 (configuration not stated)
→ 5	-1	4	-3	-5	0	1	1	10
CCOC(=O)C1CCN(Cc2ccc(N(C)C)cc2)CC1
→ 3	-2	-4	4	6	1	3	-3	-1
O=C(Cc1csc(NC(=O)Nc2ccc(Cl)cc2)n1)NC1CCCC1
→ 22	-2	-6	13	8	-4	-2	-7	-3
Cc1nnc(Sc2cc(C(=O)NCCCOC(C)C)c3ccccc3n2)s1
→ 4	-1	8	-1	7	2	5	-2	-5

# Some of the entries so far, field by field:
C/C(=N\NC(N)=S)C12CC3CC(CC(C3)C1)C2
  PAFAH1B2 inh: 12; pPAFAH FP inh: 3; LYPLA2 inh: 2; PREPL inhibitor: -5; PAFAH1B3 inh: 3; LYPLA1 inh: -1; PAFAH2 FP inh: 0; PAD4 FP inh: 2; GSTO1 counter: 7

CCOC(=O)N1CCC(Nc2c(NCCCN(C)Cc3ccccc3)c(=O)c2=O)CC1
  PAFAH1B2 inh: 5; pPAFAH FP inh: 0; LYPLA2 inh: 2; PREPL inhibitor: -1; PAFAH1B3 inh: 11; LYPLA1 inh: -2; PAFAH2 FP inh: 5; PAD4 FP inh: 0; GSTO1 counter: 2

Cc1ccc(NC(=O)C2CC(=O)N(C(C)c3ccccc3)C2)cc1 (configuration not stated)
  PAFAH1B2 inh: 4; pPAFAH FP inh: 4; LYPLA2 inh: -49; PREPL inhibitor: 1; PAFAH1B3 inh: 8; LYPLA1 inh: -3; PAFAH2 FP inh: 6; PAD4 FP inh: 8; GSTO1 counter: /

O=C(Nc1ccc(Cl)cc1Cl)NC1CCN(S(=O)(=O)c2ccc(F)cc2)CC1
  PAFAH1B2 inh: -5; pPAFAH FP inh: 0; LYPLA2 inh: -1; PREPL inhibitor: -15; PAFAH1B3 inh: -9; LYPLA1 inh: -1; PAFAH2 FP inh: -49; PAD4 FP inh: -4; GSTO1 counter: -6
